Screening data (PubChem BioAssay)
hcGAS lum = human cGAS inhibition; Q8N884; recombinant h-cGAS, ATP depletion, Kinase-Glo luminescence; inhibition, % at 12.5 µM; 290,000 compounds, 0.081% hits;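 further: 0% = vehicle reaction and 100% = reaction without DNA for no activity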
Target sequence (Q8N884 whole entry, looked up): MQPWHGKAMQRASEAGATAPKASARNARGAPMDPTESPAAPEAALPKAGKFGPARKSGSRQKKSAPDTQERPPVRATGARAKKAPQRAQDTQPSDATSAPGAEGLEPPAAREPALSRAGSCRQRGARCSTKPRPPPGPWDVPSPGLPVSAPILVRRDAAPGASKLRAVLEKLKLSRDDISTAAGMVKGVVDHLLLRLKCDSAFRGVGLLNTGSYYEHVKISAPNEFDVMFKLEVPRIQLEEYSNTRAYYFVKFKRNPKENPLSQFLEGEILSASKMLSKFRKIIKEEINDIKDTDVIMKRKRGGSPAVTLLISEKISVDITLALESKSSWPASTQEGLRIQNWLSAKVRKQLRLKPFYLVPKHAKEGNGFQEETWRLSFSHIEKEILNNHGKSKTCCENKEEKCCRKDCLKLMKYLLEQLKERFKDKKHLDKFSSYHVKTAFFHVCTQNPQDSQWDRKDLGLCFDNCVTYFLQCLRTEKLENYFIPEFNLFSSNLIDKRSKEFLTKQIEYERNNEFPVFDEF
NPYLR7 ag = mosquito NPYLR7 agonism; HEK293T NPYLR7/Galpha15, GCaMP6s calcium fluorescence; activation, % at 10 µM; 270,000 compounds, 0.15% hits; in the data active means activation above about 40%;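 further: 0% = vehicle and 100% = reference agonist at the receptor; some compounds past the cut are filed as inactive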
mcGAS lum = blocks mouse cGAS activity; Q8C6L5; recombinant cGAS, Kinase-Glo ATP depletion luminescence; inhibition, % at 12.5 µM; 160,000 compounds, 0.15% hits; AID 1259399;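 further: 0% = negative control wells and 100% = reference inhibitor with no enzyme activity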
* hit, by the source's call; . = no result given; & = joins results of further samples. Unless noted, no stated cut-off is given here; in the data, active means inhibition above about 40%; inactive means the rest.

SMILES | hcGAS lum | NPYLR7 ag | mcGAS lum
Cn1ccnc1SCc1cc(=O)c(OC(=O)c2ccc(-c3ccccc3)cc2)co1 | -5 | -3 | 1
O=C(NCc1cccc(Cl)c1Cl)c1cncn1-c1ccc(-c2cc(C(F)(F)F)cc(C(F)(F)F)c2)cc1 | -6 | 13 | -8
COc1cccc(NC(=O)c2cccc(CN(C)C(C)C)c2)c1 | -8 | 8 | -16
Cc1ccc(S(=O)(=O)Nc2cc(C)c([N+](=O)[O-])cc2C)cc1 | -2 | 0 | -5
CSc1nccn1-c1cccc(C(=O)NCc2nnc(C)n2C)c1 | -9 | 1 | .
CC12CC(NC(=O)N1c1ccc(Cl)cc1)c1cc(Cl)ccc1O2 (stereo unspecified) | -2 | 0 | .
Nc1nc(SCC(=O)N2N=C(c3ccco3)CC2c2cccs2)n[nH]1 (stereo unspecified) | 6 | 4 | .
CCC(C(=O)N1CCN(c2cc(Oc3cc(C)ccc3Cl)ncn2)CC1)c1ccccc1 (stereo unspecified) | -5 | 14 | -7
CSc1ccc(C(=O)NCC(=O)N[C@H](C)C(C)(C)C)cc1 | -2 | 20 | -7
Cc1nc(C(=O)N2CCC3(CC2)CNC(=O)O3)cs1 | -4 | -1 | -8
COc1cc(CN(C)C(=O)c2c(C)noc2-c2ccco2)cc(OC)c1OC | -5 | -2 | -5
CC(C)c1ccc(NC2CCCN(C(=O)c3cccc(C#CC(C)(C)O)c3)C2)cc1 (stereo unspecified) | 1 | -4 | .
CCOC(=O)C1(Cc2cccc(Cl)c2)CCCN(Cc2cccnc2)C1 (stereo unspecified) | -1 | 9 | .
COc1ccc(CN2CCC3(CC2)c2ccccc2[C@@H](NC(=O)c2ccco2)[C@@H]3OC)cc1C | 0 | 27 | -1
OC1CCCN(Cc2cn(Cc3ccccc3)nc2-c2ccc3c(c2)OCO3)C1 (stereo unspecified) | 6 | 8 | .

Single values from the results shown.
CCC(C(=O)N1CCN(c2cc(Oc3cc(C)ccc3Cl)ncn2)CC1)c1ccccc1 (stereo unspecified) in mcGAS lum is listed with -7
Cc1ccc(S(=O)(=O)Nc2cc(C)c([N+](=O)[O-])cc2C)cc1 in NPYLR7 ag is listed with 0

Remaining list, next part.
SMILES | hcGAS lum | NPYLR7 ag | mcGAS lum
CCCc1noc(C(C)Sc2nnc(NCC(C)C)s2)n1 (stereo unspecified) | 1 | 6 | .
O=C(c1ccc(Cl)cc1)N(Cc1nccn1Cc1ccc(F)cc1)CC1CCCO1 (stereo unspecified) | 2 | 4 | -5
CCCCn1c(C(=O)Nc2ccc(OC)cc2)cc2c(=O)n(C)c(=O)n(C)c21 | 1 | -3 | 1
Cc1c(C(=O)NCCCN2CCOCC2)cc(-c2ccc(Cl)cc2)n1-c1cccc(F)c1 | -8 | -4 | -3
COc1ccc(NC(=O)N2CCSC2c2ccc(C(F)(F)F)cc2)cc1 (stereo unspecified) | -7 | 16 | -4
CCc1nn2c(=O)cc(CSc3nc4sc5c(c4c(=O)n3C)CCCC5)nc2s1 | -4 | 3 | -5
CCCCN(CC(=O)N(CCc1ccc(OC)c(OC)c1)Cc1cccs1)C(=O)COc1ccccc1 | -9 | 2 | -4
CC1CCCCC12NC(=O)N(CC(=O)OCC#N)C2=O (stereo unspecified) | -3 | 7 | .
CCCc1nnc(C(=O)N(C)Cc2cccnc2)o1 | -2 | -20 | .
C=CCN(CC(=O)N1CCc2sccc2C1c1ccc(C)cc1)C(=O)c1ccco1 (stereo unspecified) | -4 | 9 | -3
Cc1cc(C(=O)N2CCC3(CCCc4ccccc43)C2)nn1-c1ccccc1 (stereo unspecified) | -2 | 6 | .
Cc1n[nH]c(C)c1S(=O)(=O)NCc1cnn(-c2ccccc2)c1 | -5 | 2 | .
CC(Nc1oc(-c2ccc(COc3ccccc3)o2)nc1C#N)c1ccccc1 (stereo unspecified) | 3 | 0 | -1
C=C(OC(=O)c1ccccc1/C(C)=N/O)c1ccccc1C(=O)O | -8 | 2 | .
CC(C)NC(=O)COC(=O)C1CCCN1C(=O)C(C)(C)C (stereo unspecified) | -14 | 4 | .
COc1ccc(CN2C3CCC2CC(NS(=O)(=O)c2ccc4ccccc4c2)C3)c(OC)c1 (stereo unspecified) | -3 | 2 | -7
Cc1cccnc1C(NC(=O)C1CCN(CCOc2ccccc2)CC1)c1ccccc1 (stereo unspecified) | -2 | 12 | -2
OC1C[C@H]2CC[C@@H](C1)N2c1ncnc2[nH]ccc12 (stereo partly specified) | -2 | 17 | .
COc1ccc(C)c2sc(=NC(=O)c3ccnn3C)n(C)c12 | -7 | . | -9
O=c1c2ccccc2ncn1CCc1n[nH]c(CCc2ccccc2)n1 | -8 | 4 | .
CC(=O)c1cc2c(cc1NC(=O)CCl)OCO2 | -6 | -1 | 1
N#CC1C(=N)C(C#N)(C#N)[C@@H](c2ccc(F)cc2)[C@@H]2CCCC=C12 (stereo partly specified) | -6 | 13 | -2
COc1ccc(C(CCN(C)C)OC(=O)Nc2ccc(C(=O)N[C@H]3CCOC3=O)cc2)cc1 (stereo partly specified) | -7 | 1 | .
COCCN(CC(=O)N(CCc1c[nH]c2ccccc12)Cc1ccccc1)S(=O)(=O)c1cc(Cl)ccc1Cl | -4 | 37 | -5
COc1ccccc1C1=NN(C(=O)CN2CCOCC2)C(c2ccccc2OC)C1 (stereo unspecified) | -4 | 6 | -5
Cc1cccc(-n2c(-c3ccc(Cl)cc3)cc(C(=O)N3CCN(C(=O)c4cccs4)CC3)c2C)c1 | -7 | . | -4
Cc1nnc(SCc2cccnc2)c2c1cnn2-c1ccccc1 | -3 | -17 | -11
CC1(C(=O)N2Cc3ccccc3C2)CCN1C(=O)C1(c2ccc(Cl)cc2)CC1 (stereo unspecified) | -11 | -6 | -2
Cc1cc(C)c(C(=O)N2CC3CCCCC3C2)c(=O)[nH]1 (stereo unspecified) | -8 | 7 | -14
Cc1cc(C(=O)N2[C@@H](c3ccco3)[C@@H](C(=O)O)C[C@]23CCCCN(CCO)C3=O)c(C)o1 | -7 | 6 | -7
Brc1cc2c(cc1CSc1nnc(-c3c[nH]c4ccccc34)o1)OCCO2 | -5 | 12 | -7
CCOC(=O)CC1=C(C(=O)OCC)C(c2c(F)cccc2Cl)C(C#N)C(=N)O1 (stereo unspecified) | -2 | -5 | -5
COC(=O)N=C(C#N)C(Cl)Cl | 3 | 4 | .
Cc1nn(CC(=O)NC(C)(C)C)c(C)c1S(=O)(=O)NC(C)(C)C | 1 | -3 | .
COCC(=O)N1CCC(C(=O)N(C)C(C)c2c(C)nn(C)c2C)CC1 (stereo unspecified) | -10 | . | -6
CC12CCC(C(=O)O)(CC1=O)C2(C)C (stereo unspecified) | 4 | 5 | -4
O=C(c1ccccc1)N1CCc2nc(Cc3cccc(C(F)(F)F)c3)[nH]c(=O)c2C1 | -6 | 14 | -3
Cc1cc(C)cc(NC(=O)CSc2nc3c(c(=O)[nH]2)CN(C(C)C)CC3)c1 | -4 | -11 | -6
COc1ccccc1CSc1nnc(-c2ccncc2)n1-c1cccc(C(F)(F)F)c1 | 4 | -7 | 2
Cc1cccc(S(=O)(=O)N2CCN(C(=O)c3cccs3)CC2)c1 | -7 | 22 | .
CCCCC(O)CN(Cc1c(C)nn(-c2cccc(Cl)c2)c1Oc1ccc(OC)cc1)CC1CC1 (stereo unspecified) | -3 | 11 | -4
O=C(C1COc2ccc(Cl)cc2C1)N1CCN(S(=O)(=O)c2cccc(C(F)(F)F)c2)CC1 (stereo unspecified) | -2 | 3 | -4
Clc1cccc(Nc2nc3ccccc3n3cnnc23)c1 | 4 | -1 | .
CN(CC(F)F)C(=O)NCc1cccc(NC(=O)c2ccncc2)c1 | -7 | 11 | .
O=C(CN1C(=O)CC(N2C(=O)C(=CC=Cc3ccccc3)SC2=S)C1=O)Nc1ccc(O)cc1 (stereo unspecified) | -4 | 3 | .
Cc1noc(-c2ccccc2Cl)c1C(=O)NCc1cccc(F)c1F | -4 | 25 | -5
COc1ccc(C)cc1NC(=O)N1CCc2cc(OC)c(OC)cc2C1c1ccc(OC)c(OC)c1 (stereo unspecified) | -3 | 15 | -5
COc1ccc(CC(=O)NCCn2ncc3c(N4CCCCC4)nc(SC)nc32)cc1 | -7 | . | -7
CC1CC(c2ccsc2)CN1C(=O)CNC(=O)c1ccccc1 (stereo unspecified) | -3 | 1 | .
CCc1nc(C)ncc1C(=O)N1CCCC(c2cc(C(N)=O)n[nH]2)C1 (stereo unspecified) | -5 | -2 | -14
CC(=NNC(=O)c1cccc(S(=O)(=O)N2CCOCC2)c1)c1cc(Cl)ccc1Cl | 2 | 0 | -1
CCCCN(CCc1nc(-c2ccc([N+](=O)[O-])cc2)no1)CC(O)COC(=O)CCC (stereo unspecified) | -9 | 4 | -2
CCc1nc(CC(=O)NCC(C)(C)c2ccccc2OC)cs1 | -14 | 2 | .
O=S(=O)(Nc1ccc(Nc2ccc(-n3cccn3)nn2)cc1)c1ccccc1 | -3 | -1 | -8
CC(NC(=O)c1csc(COc2cc(Cl)ccc2Cl)n1)c1ccccc1 (stereo unspecified) | -4 | 21 | -5
O=C1c2ccccc2-c2ccc(Br)cc21 | 3 | -8 | 2
CN1CCC(CNC(=O)c2ccc3c4c([nH]c3c2)CCCC4)C1 (stereo unspecified) | -3 | 8 | .
O=C(O)CC1CCCCN1S(=O)(=O)c1ccccc1 (stereo unspecified) | -10 | -4 | .
COc1ccccc1N=Nc1c(-c2ccc([N+](=O)[O-])cc2)[nH]n(-c2nc(-c3ccccc3)cs2)c1=O | -14 | -7 | -12
CN(Cc1ccc(Cl)s1)c1ccc(S(N)(=O)=O)cn1 | -3 | 1 | .

(further entries)
SMILES | hcGAS lum | NPYLR7 ag | mcGAS lum
O=C(CCCl)Nc1cccc(S(=O)(=O)N2CCCC2)c1 | -2 | -1 | -7
C=C(Br)Cn1c(C2CC(=O)N(c3cccc(C)c3)C2)nc2ccccc21 (stereo unspecified) | -9 | -1 | -8
CC(NC(=O)c1cc(-c2ccncc2)nc2ccccc12)c1ncn[nH]1 (stereo unspecified) | -3 | 16 | .
CC1=C(C(=O)N2C(C)CCCC2C)C2(CCC(C)CC2)OC1=O (stereo unspecified) | 0 | 4 | 0
CCc1cc(Cn2ccnc2-c2ccccc2SC)on1 | -1 | 31 | -18
O=C1NC2(CCN(C(=O)c3cccc(Br)c3)CC2)Nc2ccc(Cl)cc21 | -2 | 0 | -1
O=C(NCC1(N2CCOCC2)CCCCC1)c1cc(COc2ccc3ncccc3c2)on1 | -4 | 18 | -10
Cc1cccc(S(=O)(=O)N2CCN(C(=O)C3CC4C=CC3C4)CC2)c1 (stereo unspecified) | -1 | -6 | .
CCCN(C)CC1(O)CCC2(CCN(Cc3ccsc3)CC2)CC1 | -12 | . | -6
COc1ccc(Cl)cc1NC(=O)CN(C)C(C)C(=O)NCC1CCCCC1 (stereo unspecified) | -4 | 15 | .
CCC(C(=O)NCc1ccccc1)N(C)Cc1ccc(C)o1 (stereo unspecified) | -11 | -1 | .
C=CCNC(=S)NNC(=S)N=P(N1CCOCC1)(N1CCOCC1)C(C)(C)C | -3 | 3 | -4
O=C(O)c1ccccc1CN1CCCN(c2nc3ccccc3s2)CC1 | -4 | -2 | -15
COC(=O)C1=C(C)N(C)C(=O)NC1c1ccccc1[N+](=O)[O-] (stereo unspecified) | -2 | -4 | -1
C=CCCC(=O)N[C@H]1CC[C@@H]2SC[C@@H](C(=O)Nc3ccccc3Nc3ccccc3)N2C1=O | -4 | 3 | -3

Overlap with the part before: six entries, then new ones.
SMILES | hcGAS lum | NPYLR7 ag | mcGAS lum
COc1ccc(Cl)cc1NC(=O)CN(C)C(C)C(=O)NCC1CCCCC1 (stereo unspecified) | -4 | 15 | .
CCC(C(=O)NCc1ccccc1)N(C)Cc1ccc(C)o1 (stereo unspecified) | -11 | -1 | .
C=CCNC(=S)NNC(=S)N=P(N1CCOCC1)(N1CCOCC1)C(C)(C)C | -3 | 3 | -4
O=C(O)c1ccccc1CN1CCCN(c2nc3ccccc3s2)CC1 | -4 | -2 | -15
COC(=O)C1=C(C)N(C)C(=O)NC1c1ccccc1[N+](=O)[O-] (stereo unspecified) | -2 | -4 | -1
C=CCCC(=O)N[C@H]1CC[C@@H]2SC[C@@H](C(=O)Nc3ccccc3Nc3ccccc3)N2C1=O | -4 | 3 | -3
Cc1ccccc1CN1CCN(c2nc(C(=O)NCCC(F)(F)F)co2)C1=O | -10 | -1 | .
CCN1CCN(C(c2ccc([N+](=O)[O-])cc2)C2Sc3nc(C)nn3C2=O)CC1 (stereo unspecified) | -8 | -3 | .
CCOC(=O)CCC(=O)N(CCOC)CC(=O)N1CC(=O)N(c2cccc(C)c2)C1 | -4 | 0 | -5
CC(C)C(=O)N1CCC(NC(=O)c2c3c(nc4ccccc24)CCC3)CC1 | -1 | 6 | .
COc1cc(N2C(=O)C3C4C=CC(C4)C3C2=O)cc(OC)c1OC (stereo unspecified) | -5 | -9 | -6
CCc1oc2ccccc2c1C(=O)c1cc(Br)c(O)c(Br)c1 | 3&-5 | -6&-2 | .

An excerpt taken from the entries so far, as a working copy:
SMILES | hcGAS lum | NPYLR7 ag | mcGAS lum
COc1ccc(CN2CCC3(CC2)c2ccccc2[C@@H](NC(=O)c2ccco2)[C@@H]3OC)cc1C | 0 | 27 | -1
OC1CCCN(Cc2cn(Cc3ccccc3)nc2-c2ccc3c(c2)OCO3)C1 (stereo unspecified) | 6 | 8 | .
CCCc1noc(C(C)Sc2nnc(NCC(C)C)s2)n1 (stereo unspecified) | 1 | 6 | .
